Screens as filed in PubChem BioAssay.
D1 ag: Allosteric Agonists of the Human D1 Dopamine Receptor: qHTS; D(1A) dopamine receptor (Homo sapiens), P21728; HEK293 T-REx D1 cells, calcium flux, agonist mode; activation, % at 2 µM; actives 1% (n = 360,000); AID 504660, 2011; also: 0% is about no effect
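Inducible HEK293 T-REx D1 cells, force-coupled to calcium signalling, were plated at 4000 cells/well with tetracycline and held overnight at 30 C. After no-wash calcium dye loading, compound-evoked calcium rise over 180 s flagged agonists.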
D1 antag: Antagonist of Human D 1 Dopamine Receptor: qHTS. D(1A) dopamine receptor (Homo sapiens), P21728. HEK293 TREx D1 cells, calcium flux, dopamine EC80; stronger effect = lower value. activity change, negative = inhibition, % at 10 µM. actives 3.2% (n = 360,000); in the data active = activity change below about -30%; also: % is scaled to controls: 0 for no effect and ±100 for the full control effect
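Calcium flux readout: force-coupled, inducible Hek293 Trex D1 line, cells induced overnight at 30 C with tetracycline, dye-loaded 30–90 min at RT. Antagonism scored against EC80 dopamine challenge given 180 s after compound.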
D2 ag: HTS Assay for Allosteric Agonists of the Human D2 Dopamine Receptor: Primary Screen for Agonists. D(2) dopamine receptor (Homo sapiens), P14416. HEK293 T-REx D2 cells, calcium flux agonist mode. activation, % at 2 µM. actives 0.53% (n = 340,000). AID 485358, 2010;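 active = activation over 3 SD above normal in the single-dose calcium agonist read, cut at about 30% in these data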; also: 0% is about no effect
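Tetracycline-induced HEK293 T-REx cells with force-coupled D2 receptor, plated overnight at 30 C, loaded with no-wash calcium dye. After a 10 s baseline, compound was pin-added and calcium flux read kinetically for 180 s; calcium rises flagged agonists.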
TRHR enhancer: qHTS for Small Molecule Agonists and Allosteric Enhancers of Human TRH Receptor: Primary Screen for Enhancers; actives 0.66% (n = 360,000); TRHR cells, fluo-8 calcium fluorescence, EC20 TRH enhancement; enhancement, % at 2 µM; AID 493056, 2011; in the data active = enhancement above about 30%; also: 0% is about no effect
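TRHR-expressing cells loaded with fluo-8 calcium dye were read kinetically (ex 480/em 530) during compound addition, then stimulated with an EC20 of TRH (10 nM final). Enhancement of the Gq-mediated intracellular calcium response was scored.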
D2 antag: HTS Assay for Allosteric Antagonists of the Human D2 Dopamine Receptor: Primary Screen for Antagonists; D(2) dopamine receptor (Homo sapiens), P14416; actives 2% (n = 340,000); AID 485344, 2010; inhibition, % at 10 µM; HEK293 TREx D2 cells, calcium flux, dopamine EC80; in the data active = inhibition above about 30%; also: 0% is about no effect
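Overnight-induced (tetracycline, 30 C) HEK293 T-REx cells carrying force-coupled D2 receive a no-wash calcium dye, then compound, then EC80 dopamine at 180 s; signals are read kinetically throughout.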
D1 PAM: Potentiators of Human D1 Dopamine Receptor: qHTS | actives 0.036% (n = 360,000) | potentiation, % at 10 µM | HEK293 TREx D1 cells, calcium flux, dopamine EC20 potentiation | D(1A) dopamine receptor (Homo sapiens), P21728; in the data active = potentiation above about 30%; also: 0% is about no effect
D2 PAM: HTS Assay for Positive Allosteric Modulators of the Human D2 Dopamine Receptor: Primary Screen for Potentiators. D(2) dopamine receptor (Homo sapiens), P14416. HEK293 T-REx D2, calcium flux, EC20 dopamine potentiation. potentiation, % at 10 µM. actives 0.34% (n = 340,000). AID 485347, 2010;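 active = potentiation over 3 SD above the plate norm, cut at about 30% in these data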; also: 0% is about no effect
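Primary screen. Calcium kinetics in induced HEK293 T-REx D2 cells: compound pre-addition 180 s, EC20 dopamine, 180 s more.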
TRHR ag: qHTS for Small Molecule Agonists and Allosteric Enhancers of Human TRH Receptor: Primary Screen for Agonists; Thyrotropin-releasing hormone receptor (Homo sapiens), P34981; TRHR cells, calcium flux fluo-8, FDSS agonist mode; activation, % at 2 µM; actives 0.18% (n = 360,000); AID 493084, 2011; also: 0% is about no effect
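Read-out: compound-evoked intracellular calcium rise in TRHR cells, fluo-8 dye, kinetic FDSS fluorescence at 1 s/cycle following a 10-cycle baseline. Cells cultured overnight before dye loading (30 min–1.5 h, RT).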
RXFP1 antagonist: qHTS Assay for Antagonists of the Relaxin Receptor RXFP1; Relaxin receptor 1 (Homo sapiens), Q9HBX9; HEK293-RXFP1, relaxin-stimulated cAMP HTRF, 30 min; stronger effect = lower value; activity change, negative = inhibition, % at 57.5 µM; actives 0.59% (n = 350,000); AID 1259400, 2018;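 active = activity change of -60% or lower, but not beyond a set lower limit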; also: % is scaled to controls: 0 for no effect and ±100 for the full control effect
Target sequence (Q9HBX9 whole entry, looked up): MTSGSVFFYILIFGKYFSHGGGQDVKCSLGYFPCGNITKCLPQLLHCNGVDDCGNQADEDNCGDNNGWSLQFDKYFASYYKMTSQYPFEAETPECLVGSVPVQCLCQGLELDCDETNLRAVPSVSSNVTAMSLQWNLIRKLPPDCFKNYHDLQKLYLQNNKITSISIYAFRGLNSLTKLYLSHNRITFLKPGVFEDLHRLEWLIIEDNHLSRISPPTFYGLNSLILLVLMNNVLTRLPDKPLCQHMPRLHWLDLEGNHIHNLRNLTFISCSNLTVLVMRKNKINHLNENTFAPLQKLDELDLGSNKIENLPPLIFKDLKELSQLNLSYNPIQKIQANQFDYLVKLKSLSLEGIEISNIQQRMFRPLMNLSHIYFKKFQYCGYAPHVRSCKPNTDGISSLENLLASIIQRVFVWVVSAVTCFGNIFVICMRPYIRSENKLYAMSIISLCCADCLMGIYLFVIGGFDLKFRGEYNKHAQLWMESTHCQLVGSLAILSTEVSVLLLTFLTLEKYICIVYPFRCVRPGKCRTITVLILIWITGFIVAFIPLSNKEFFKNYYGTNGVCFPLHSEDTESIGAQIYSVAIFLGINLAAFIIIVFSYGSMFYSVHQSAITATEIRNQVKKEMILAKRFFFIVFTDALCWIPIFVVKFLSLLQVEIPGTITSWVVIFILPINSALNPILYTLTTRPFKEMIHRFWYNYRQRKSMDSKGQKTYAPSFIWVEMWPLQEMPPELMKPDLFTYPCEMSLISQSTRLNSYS
* = called active by the depositor; x = not tested or not shown; & = joins results of further samples. Rule as the data show it, unless noted: active = activation above about 30%; inactive = the rest.

Preview (5 entries):
1) O=c1c(-c2ccc(Cl)cc2)c(C(F)(F)F)oc2c(CN3CCCCC3)c(O)ccc12
2) O=C(CN1CCC(NC(=O)Nc2ccccc2-c2ccccc2)CC1)NCc1ccco1
3) Cc1ccc(C(=O)N(CC(=O)NC2CCCC2)Cc2cccs2)s1
4) CCn1c2ccccc2c2cc(NC(=O)COC(=O)c3ccccc3Br)ccc21
5) CCC(C)Sc1cccc(-c2nc3cc(C)ccn3c2NCc2ccccc2)c1 (stereo not drawn)

screen / no. | 1 | 2 | 3 | 4 | 5
D1 ag | -1 | 1 | 1 | 1 | 0
D1 antag | 6 | -1 | 13 | -27 | -10
D2 ag | -0.4 | x | x | 0.3 | x
TRHR enhancer | 18 | 6 | -2 | -5 | -3
D2 antag | x | x | x | -5 | x
D1 PAM | -2 | -4 | 5 | -9 | -3
D2 PAM | 11 | x | x | 2 | x
TRHR ag | -0.9 | -1.8 | 0.2 | -0.6 | -0.5
RXFP1 antagonist | -3 | -2 | -7 | -7 | x

The whole of this part, previewed entries included:
1) O=c1c(-c2ccc(Cl)cc2)c(C(F)(F)F)oc2c(CN3CCCCC3)c(O)ccc12
2) O=C(CN1CCC(NC(=O)Nc2ccccc2-c2ccccc2)CC1)NCc1ccco1
3) Cc1ccc(C(=O)N(CC(=O)NC2CCCC2)Cc2cccs2)s1
4) CCn1c2ccccc2c2cc(NC(=O)COC(=O)c3ccccc3Br)ccc21
5) CCC(C)Sc1cccc(-c2nc3cc(C)ccn3c2NCc2ccccc2)c1 (stereo not drawn)
6) N#Cc1ncc(Cl)c2ccccc12
7) CCc1ccc(C(c2ccc(CC)cc2)C(Cl)Cl)cc1
8) CCCCN(CC)C(=O)c1cc2c(=O)n3cccc(C)c3nc2s1
9) Cc1nc(NC(=O)CN2CCCCC2)sc1C(=O)N(C)C
10) O=C1C(C23CC4CC(CC(C4)C2)C3)C(=O)N(c2ccccc2)N1c1ccccc1

screen / no. | 1 | 2 | 3 | 4 | 5 | 6 | 7 | 8 | 9 | 10
D1 ag | -1 | 1 | 1 | 1 | 0 | 1 | 7 | 0&1 | 1 | 0
D1 antag | 6 | -1 | 13 | -27 | -10 | 6 | x | 3&0 | 10 | -11
D2 ag | -0.4 | x | x | 0.3 | x | -0.6 | 1.3 | -0.9&-0.7 | -0.2 | 0.5
TRHR enhancer | 18 | 6 | -2 | -5 | -3 | -4 | -3 | -2&6 | -8 | 2
D2 antag | x | x | x | -5 | x | 7 | 2 | 5 | 7 | 8
D1 PAM | -2 | -4 | 5 | -9 | -3 | -3 | 5 | 10&0 | -5 | 0
D2 PAM | 11 | x | x | 2 | x | 13 | -7 | 2&15 | 3 | 1
TRHR ag | -0.9 | -1.8 | 0.2 | -0.6 | -0.5 | -1.5 | 1.4 | -1.6&-1.8 | 0.1 | 0.1
RXFP1 antagonist | -3 | -2 | -7 | -7 | x | 8 | x | -1&0 | 11 | 4

11) CCOc1cc(C2C(C(=O)c3ccco3)=C(O)C(=O)N2CCc2ccccc2)ccc1O (stereo not drawn)
12) O=C1[C@@H]2CSCN2C(=O)CN1CCc1cccc(F)c1
13) COCCn1c(SCC(=O)Nc2cccnc2Cl)nc2ccccc2c1=O
14) O=C(COc1ccc(Br)cc1)Nc1ccncc1
15) Cc1cc(Oc2ccc(C#N)cc2)nc(NCc2ccccc2)n1
16) CCc1[nH]c(=O)[nH]c1C(C)S(=O)(=O)c1ccc(C)cc1 (stereo not drawn)
17) Cc1cccc(NC(=O)C2CCN(c3ncnc4c3nc3n4CCCCC3)CC2)n1
18) COCCN(C(=O)C(C)C)c1nnc(-c2ccc(C(C)(C)C)cc2)s1
19) CCCCn1c(N)c(N(CC(C)C)C(=O)CCCc2cccs2)c(=O)[nH]c1=O
20) CC(C)CCNC(=O)CN(CC1CCCO1)C(=O)CCC(=O)Nc1ccccn1 (stereo not drawn)

screen / no. | 11 | 12 | 13 | 14 | 15 | 16 | 17 | 18 | 19 | 20
D1 ag | 4 | 1 | 0 | 11 | 6 | 0 | 3 | 5 | 3 | 4
D1 antag | 3 | 2 | 10 | -4 | -19 | 5 | 1 | 0 | -12 | -4
D2 ag | -0.1 | -0.5 | 0.1 | -1.3 | 1.1 | -0.3 | 0.6 | -0.2 | -1.5 | 0.7
TRHR enhancer | 19 | 3 | -9 | 3 | -8 | -2 | -6 | -3 | -6 | -3
D2 antag | -13 | -7 | 9 | 0 | 42* | 5 | -10 | 9 | 6 | -3
D1 PAM | -2 | -5 | -10 | -7 | 1 | 0 | -4 | -1 | 19 | -2
D2 PAM | 2 | 9 | 5 | 12 | 28 | -8 | 11 | 20 | 1 | -6
TRHR ag | -0.3 | -0.1 | -0.3 | -0.6 | -0.1 | 1.0 | -2.3 | 1.0 | -0.7 | 0.9
RXFP1 antagonist | 13 | 15 | 7 | -14 | -1 | 2 | -3 | -18 | 5 | 0

21) Cn1c(NC2CCCCC2)cc(=O)n(C)c1=O
22) O=C(COc1ccccc1Cl)Nc1cnn(Cc2ccccc2)c1
23) COc1ccc(-n2ncc3c(N4CCN(Cc5ccccc5)CC4)ncnc32)cc1
24) Cc1occc1C(=O)N/N=C/c1c[nH]c2ccccc12
25) Cc1c(-c2ccccc2)[n+](=O)c2c(n1[O-])CCCC2
26) CCOc1cccc(CNn2cnnc2)c1OCc1ccccc1
27) COc1cc2[nH]c(=O)n(CCCC(=O)NC3CCCCC3)c(=O)c2cc1OC
28) Cc1ccc(OCC(=O)N(Cc2ccccc2)c2c(N)n(Cc3ccccc3)c(=O)[nH]c2=O)c(C)c1
29) CCc1ccccc1-n1c(SCC(=O)Nc2ccc(C)cc2)nc2n[nH]c(C)c2c1=N
30) CC(C)C(=O)Nc1sc2c(c1C(N)=O)CCN(Cc1ccccc1)C2

screen / no. | 21 | 22 | 23 | 24 | 25 | 26 | 27 | 28 | 29 | 30
D1 ag | 0 | 2 | 1 | 2 | 4 | 0 | 1 | 3 | 1 | 8
D1 antag | 15 | -11 | -18 | 0 | 41 | -16 | 6 | 4 | -8 | 2
D2 ag | -0.6 | -0.6 | 1.7 | x | 0.6 | -0.6 | 0.5 | 0.8 | x | 2.6
TRHR enhancer | 0 | 11 | -1 | 12 | 16 | 2 | 1 | -1 | -7 | 3
D2 antag | -13 | -14 | 5 | x | -3 | 13 | 16 | -4 | x | 26
D1 PAM | -3 | -6 | 1 | 0 | 1 | -2 | -5 | -5 | 5 | -8
D2 PAM | 7 | -3 | 3 | x | -4 | 5 | -9 | -14 | 13 | -18
TRHR ag | -0.8 | -0.7 | 0.2 | -0.3 | -1.0 | 0.2 | -0.4 | 0.2 | -0.6 | 2.2
RXFP1 antagonist | 6 | -2 | -16 | -1 | -15 | 3 | -5 | -33 | -87* | -17

31) c1ccc(-c2noc(CN3CCN(c4ccccc4)CC3)n2)cc1
32) O=C1ON=C(c2ccccc2)/C1=C\c1ccco1
33) Cc1cccc(CCNC(=O)C2CCC(=O)N2Cc2ccc(F)cc2)c1 (stereo not drawn)
34) Cc1cc(C)c2sc(N(CCN(C)C)C(=O)c3c(F)cccc3F)nc2c1
35) O=C1c2cccnc2C(=O)N1Cc1ccc(S(=O)(=O)N2CCOc3ccc(Cl)cc32)cc1
36) COc1ccc(CCN(Cc2ccccn2)C(=S)Nc2ccc(C)cc2)cc1OC
37) Cc1cccc(-c2nc(SCC(=O)Nc3cc(C)on3)c3c(=O)n(C)c(=O)n(C)c3n2)c1
38) CCN(CC)CCOC(=O)c1ccc([N+](=O)[O-])cc1
39) CCOC(=O)C1=C(N)Oc2c(oc(CO)cc2=O)C1c1ccc(F)c(F)c1 (stereo not drawn)
40) CCOC(=O)C(CCCOc1ccccc1)C(=O)OCC

screen / no. | 31 | 32 | 33 | 34 | 35 | 36 | 37 | 38 | 39 | 40
D1 ag | 0 | 5 | 1 | 7 | 13 | 3 | 1 | 1 | 0 | 7
D1 antag | -7 | 8 | -3 | -19 | -9 | 4 | -1 | 3 | 18 | -13
D2 ag | x | 0.6 | -0.4 | 0.2 | -1.6 | 2.7 | 0.3 | x | 0.9 | -1.6
TRHR enhancer | 3 | 6 | -9 | -1 | 5 | -18 | 3 | -3 | 7 | 1
D2 antag | x | -7 | -10 | -1 | 17 | 10 | x | x | -5 | 7
D1 PAM | x | -2 | 7 | -13 | -2 | 1 | -2 | -2 | 0 | -6
D2 PAM | x | -4 | 6 | -12 | -3 | 5 | 9 | x | 13 | 9
TRHR ag | 0.4 | 2.0 | -0.6 | -1.3 | -0.1 | -0.2 | 0.0 | -0.7 | 0.5 | 0.2
RXFP1 antagonist | -22 | x | -9 | -34 | -3 | 11 | 8 | 4 | -4 | -7

41) CCC(C)NCC(O)COCc1ccc(Cl)cc1 (stereo not drawn)
42) CCC12CN(C(=O)c3ccco3)CC(CC)(CN(C(=O)c3ccco3)C1)C2=O
43) Cc1ccc(OCCNCC(O)COc2ccccc2)cc1 (stereo not drawn)
44) O=C(Nc1ccccc1C(F)(F)F)c1ccc(CN2CCC(Cc3ccccc3)CC2)cc1
45) O=C(CSc1nnc(-c2cccc(F)c2)o1)N1CCCC1
46) COc1ccc(N2C(C)=CS/C2=C(/C#N)c2nnc(N3CCOCC3)n2-c2ccccc2)cc1
47) Cc1nn(CC(=O)NCCCN2CCCCC2C)c(=O)c2cccn12 (stereo not drawn)
48) CCc1ccc(NC(=O)c2ccc3c(=O)n4nc(Nc5ccccc5C)sc4nc3c2)cc1
49) COc1cccc(OCc2nnc(SC)n2C)c1

screen / no. | 41 | 42 | 43 | 44 | 45 | 46 | 47 | 48 | 49
D1 ag | 36* | 2 | 24 | 3 | 3 | 0 | 1 | 0 | 6
D1 antag | 6 | 2 | 3 | -8 | -6 | 4 | 8 | 4 | 3
D2 ag | 0.8 | 0.1 | 0.4 | 0.0 | -0.2 | -1.1 | -0.2 | 0.5 | 0.9
TRHR enhancer | 4 | 0 | -3 | 8 | 0 | 6 | 11 | -1 | 0
D2 antag | -15 | -4 | 45* | -9 | 32* | -1 | 3 | x | 1
D1 PAM | -1 | -1 | 5 | -4 | -4 | -2 | 10 | 2 | -2
D2 PAM | x | 0 | -24 | -24 | 0 | 5 | 3 | 1 | 1
TRHR ag | -0.9 | 1.3 | 0.4 | 0.4 | 0.4 | -0.4 | 1.0 | 0.7 | -0.3
RXFP1 antagonist | 4 | 4 | -7 | -7 | 9 | 1 | -3 | x | -11
